PGC1a acetyl inh – PGC1a acetylation modulation, inhibitor mode. U2OS PGC1a acetylation, AlphaScreen anti-acetyl-lysine; with virally co-expressed GCN5 acetyltransferase. inhibition, % at 15.6 µM. hit rate 0.17% among 350,000. AID 651687;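 active means every replicate shows inhibition of at least 40%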;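 further: 0% = neutral control wells and 100% = positive control wells; some results beyond the cut were filed as inactive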
PglD DTNB – inhibitors of Campylobacter jejuni PglD acetyltransferase; purified PglD enzyme, DTNB colorimetric CoA detection; inhibition, % at 12.5 µM; hit rate 0.098% among 360,000; AID 602405; in the data active means inhibition above about 16%, passing the limit was not always enough; further: strong numbers were not always called active
miR-122 sensor – blocks miR-122 activity in Huh7 sensor cells; Huh7 miR-122 Renilla luciferase sensor, 48 h; neutral wells = 0, positive control = 100; activation (reporter increase), % at 12.5 µM; hit rate 0.3% among 340,000;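 active means mean replicate activation score at least 90 and every replicate individually at or above 90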;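 further: higher luciferase means less miR-122 activity so hits act as miR-122 inhibitors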
E-selectin induc – induces E-selectin expression in human endothelial cells; P16581; HUVEC E-selectin immunofluorescence imaging; normalized: neutral wells 0, TNF-alpha wells 100; activation, % at 7.58 µM; hit rate 0.37% among 260,000;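 active means mean E-selectin-positive cell signal at least 10% of the positive control, reached in at least 60% of replicates, without over 20% cell loss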;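 further: in these data hits start at about 27%; measured in HUVEC primary endothelial cells; signal is the percent of cells scored E-selectin positive by PE staining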
Target sequence (P16581 whole entry, looked up): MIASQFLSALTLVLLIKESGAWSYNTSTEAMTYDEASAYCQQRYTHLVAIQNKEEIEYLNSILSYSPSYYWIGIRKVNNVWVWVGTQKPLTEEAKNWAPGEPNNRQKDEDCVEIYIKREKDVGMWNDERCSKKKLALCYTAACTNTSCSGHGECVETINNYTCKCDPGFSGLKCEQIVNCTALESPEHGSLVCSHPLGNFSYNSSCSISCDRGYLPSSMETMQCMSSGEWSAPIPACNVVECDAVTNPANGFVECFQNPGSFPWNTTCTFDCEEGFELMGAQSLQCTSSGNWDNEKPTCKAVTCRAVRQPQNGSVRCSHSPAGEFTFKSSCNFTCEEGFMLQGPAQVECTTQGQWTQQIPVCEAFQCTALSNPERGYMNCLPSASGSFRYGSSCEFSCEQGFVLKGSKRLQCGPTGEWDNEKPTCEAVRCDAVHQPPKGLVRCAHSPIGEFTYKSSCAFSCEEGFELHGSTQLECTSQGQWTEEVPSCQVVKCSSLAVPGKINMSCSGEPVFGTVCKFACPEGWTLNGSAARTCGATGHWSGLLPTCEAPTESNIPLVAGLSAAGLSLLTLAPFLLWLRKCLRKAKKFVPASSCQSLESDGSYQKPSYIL
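Test system – human umbilical vein endothelial cells (HUVEC), E-selectin induction · Input – 3,000 HUVEC seeded per well · Buffer or medium – EGM-2, gelatin · Compound dosing – single-point compound dose · Detection – immunofluorescence imaging · Measure – percent E-selectin-positive cells · Controls – TNF-alpha high, DMSO low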
RAD52 inh – blocks human RAD52 DNA annealing; AID 651710; inhibition, % at 18.7 µM; recombinant RAD52 DNA annealing, FRET fluorescence; P43351; hit rate 0.46% among 360,000;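 active means every replicate showing at least 50% inhibition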
Target sequence (P43351 whole entry, looked up): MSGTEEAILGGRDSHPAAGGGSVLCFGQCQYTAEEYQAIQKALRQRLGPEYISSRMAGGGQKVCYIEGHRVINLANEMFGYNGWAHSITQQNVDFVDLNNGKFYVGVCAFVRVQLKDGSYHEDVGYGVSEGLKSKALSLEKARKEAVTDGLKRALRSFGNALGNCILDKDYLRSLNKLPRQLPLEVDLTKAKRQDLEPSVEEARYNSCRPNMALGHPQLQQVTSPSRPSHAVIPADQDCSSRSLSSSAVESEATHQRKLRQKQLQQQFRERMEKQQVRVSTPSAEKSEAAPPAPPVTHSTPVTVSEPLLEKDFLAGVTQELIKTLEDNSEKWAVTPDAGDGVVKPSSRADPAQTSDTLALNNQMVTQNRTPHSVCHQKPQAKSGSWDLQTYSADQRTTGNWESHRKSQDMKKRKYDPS
ERAP1 inh – ERAP1 (human) enzyme inhibition. Q9NZ08. recombinant ERAP1, Leu-AMC fluorescence, 60 min. inhibition, % at 10.7 µM. hit rate 0.15% among 340,000;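 active means mean replicate inhibition of at least 30%, or all replicates individually reaching that 30% level; inactive means mean below 30% and not every replicate reaching it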;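 further: 0% = neutral control wells and 100% = L-leucinethiol positive control wells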
Cneo AK release – Cryptococcus neoformans lysis via adenylate kinase release; hit rate 0.2% among 360,000; C. neoformans lysis, adenylate kinase release luminescence, 4 h; normalised: neutral wells 0, clomiphene wells 100; lysis activity, % at 15 µM;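 active means mean lysis activity across replicates of at least 80%, whatever share of replicates individually reach that level; inactive means mean lysis activity below 80%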
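Assay system: C. neoformans cells. Amount: yeast cell density of 5 × 10^6 cells/mL. Technique: AK luminescence. Buffer or medium: YPD. Times: static 4 h at 37 °C with compound, 1 h detection. Dosing: single-point compound dose. Read-out: lysis from increased AK signal.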
RAD54 branch – RAD54 (human) branch migration inhibition | Q92698 | RAD54 Holliday junction branch migration, FAM/BHQ fluorescence | inhibition, % at 10.4 µM | hit rate 0.14% among 360,000;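 active means mean normalized replicate activity at least 40 and at least half of replicates scoring 40 or more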;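 further: 0% = median of neutral control wells and 100% = median of positive control wells; inhibitors cause a drop in the FAM fluorescence signal; in these data hits start at about 50%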
* hit, by the source's call; i = inactive; / = not tested or not shown; [ ] = another dose, or the depositor's remark.

SMILES	PGC1a acetyl inh	PglD DTNB	miR-122 sensor	E-selectin induc	RAD52 inh	ERAP1 inh	Cneo AK release	RAD54 branch
CCC(C)(NC(=O)c1ccccn1)C(=O)NC1CCCCC1 (stereo not given)	-3	4	5	/	/	/	-2	-9
COc1ccc(-c2csc(C(C#N)=C(O)CSc3nccn3C)n2)cc1OC	-6	-4	-5	0.1	-78	3	-1	-2
CC(C)OC(=O)c1cn(-c2ccccc2)nc1-c1ccco1	10	0	-6	/	/	/	-1	-4
O=C(O)C1C2C=CC(O2)C1C(=O)Nc1ccc(S(=O)(=O)N2CCc3ccccc32)cc1 (stereo not given)	-6	-2	/	/	/	/	-4	-16
COC(=O)Cn1c2c(c3cc(C)ccc31)CCCC2	0	0	-7	/	/	/	0	-7
COc1ccccc1/C=N/Nc1nc(C)cc(=O)[nH]1	5	0	-2	/	-52	2	-1	5
CO[C@@H]1CC[C@@H]2CCN(C)C(=O)[C@H](C)N(C)C(=O)c3cc(C#N)ccc3OC[C@@H]1O2	/	0	/	0.1	-8	-1	-2	0
CNC(=O)C[C@@H]1CC[C@@H]2[C@H](COc3ccc(NC(=O)c4ccc(C(F)(F)F)cc4)cc3C(=O)N2C)O1	-2	1	33[16.7 µM]	0.3	/	/	0	1
CCOc1c(C(N)=O)c(-c2ccccc2)c2c(=O)[nH]c3ccccc3n12	-17	-8	-8	/	/	/	0	-6
COc1ccc(NC(=O)Nc2ccc3c(c2)C(=O)N([C@@H](C)CO)C[C@H](C)[C@@H](CN(C)Cc2ccccc2)OCCCC[C@@H](C)O3)cc1	-13	-1	5[16.7 µM]	-0.1	56*	-1	5	1
C[C@@H]1CN([C@H](C)CO)C(=O)c2cc(NC(=O)C3CCCCC3)ccc2O[C@@H]1CN(C)Cc1ccc(C(=O)O)cc1	5	-2	-7[16.7 µM]	/	-2	-1	0	4
Cc1c(C(=O)O)cccc1-c1ccc(/C=C2\SC(=O)NC2=O)o1	-1	-3	2	/	-18	6	1	-9

Full records from above. Values in the order: PGC1a acetyl inh, PglD DTNB, miR-122 sensor, E-selectin induc, RAD52 inh, ERAP1 inh, Cneo AK release, RAD54 branch
Record of CO[C@@H]1CC[C@@H]2CCN(C)C(=O)[C@H](C)N(C)C(=O)c3cc(C#N)ccc3OC[C@@H]1O2 : /, 0, /, 0.1, -8, -1, -2, 0
Record of CC(C)OC(=O)c1cn(-c2ccccc2)nc1-c1ccco1 : 10, 0, -6, /, /, /, -1, -4
Record of COc1ccccc1/C=N/Nc1nc(C)cc(=O)[nH]1 : 5, 0, -2, /, -52, 2, -1, 5

Carrying on.
SMILES	PGC1a acetyl inh	PglD DTNB	miR-122 sensor	E-selectin induc	RAD52 inh	ERAP1 inh	Cneo AK release	RAD54 branch
CN(c1ccc(C(=O)NC2CCCC2)cc1)S(=O)(=O)c1ccc(Cl)cc1	/	-6	/	-1.2	-4	-2	-1	1
CN(C)c1cc[nH]c(=O)c1C#N	1	-6	-4	/	/	/	1	4
O=C(CCc1nnc2ccc(N3CCC4(CC3)OCCO4)nn12)Nc1ccc(F)cc1	/	-4	-4	/	-3	1	-2	3
COCC(=O)N1[C@@H](CO)[C@@H]2c3ccccc3N(C(=O)NC(C)C)C[C@@H]21	-2	-5	-11[16.7 µM]	-0.1	-11	0	0	14
O=C(Cn1cnc2c(nnn2Cc2ccc(Cl)cc2)c1=O)OCc1ccccc1	-8	3	0	/	-3	-2	-2	3
COC(=O)C[C@H]1C[C@@H]2c3cc(NC(=O)c4ccc5c(c4)OCO5)ccc3O[C@@H]2[C@H](CO)O1	7	3	7[16.7 µM]	0.1	11	0	3	-9
CN1C[C@@H]2[C@H](c3ccccc31)[C@@H](CO)N2S(=O)(=O)c1ccccc1	-8	-2	-14[16.7 µM]	0.4	2	2	2	-3
CC1(C)C2(C#N)C(N)=NC3(OCCO3)C12C#N (stereo not given)	-5	0	8	/	/	/	-3	-4
COC(=O)NC1CSCC1OC(=O)CN1C(=O)c2ccccc2C1=O (stereo not given)	5	-5	-6	/	/	/	1	-8
C/C(C/C(C)=C1/SC(=S)NC1=O)=C1\SC(=S)NC1=O	0	/	/	1.7	-100	1	/	/
O=C(O)c1ccc(CSc2ncn[nH]2)cc1	17	-1	-7	/	3	-5	2	5
CO[C@H]1CN(C)C(=O)c2cc(NC(C)=O)ccc2OC[C@@H](C)N(C(=O)c2cccnc2)C[C@@H]1C	1	2	1[16.7 µM]	0.0	-14	0	-2	-7
CC(Oc1ccc(F)cc1)C(=O)N1CCN(c2ncccn2)CC1 (stereo not given)	-3	1	/	0.7	-2	1	-1	0
Nc1ncnc2c1ncn2[C@@H]1O[C@H](CN=C2NS(=O)(=O)c3ccccc32)[C@@H](O)[C@H]1O	-1	-1	-3	0.0	-15	14	5	13
CSCCC(c1nnnn1C1CCCCC1)N1CCN(C/C=C/c2ccccc2)CC1 (stereo not given)	-18	2	2	-0.6	-22	0	0	-11
C/C(=N\OCC(=O)OCC(=O)N(Cc1ccccc1)C(C)(C)C)c1ccc2c(c1)OCO2	3	-1	9	0.7	2	-2	0	0
O=C(CN1C(=O)c2ccccc2C1=O)NC(Cc1ccccc1)C(=O)O (stereo not given)	-11	1	/	0.0	-8	-1	-4	-6
CCOC(=O)c1c(NC(=O)C(C)OC(=O)c2ccc(NC(=O)CC#N)cc2)sc2c1CCCC2 (stereo not given)	/	/	3	0.9	i	3	/	/
CCCCCN(C(=O)CCC(=O)OCc1ccc(C(C)(C)C)cc1)c1c(N)n(CCCC)c(=O)[nH]c1=O	/	/	/	0.1	-13	0	0	3
C[C@H]1CN([C@@H](C)CO)C(=O)c2cc(NC(=O)Cc3cn(C)c4ccccc34)ccc2O[C@H]1CN(C)C(=O)NC1CCCCC1	0	-1	-8[16.7 µM]	/	-9	-4	-4	8
CC(=O)NC(c1ccc(F)c(F)c1)c1nc(-c2ccc(F)c(Cl)c2)cs1 (stereo not given)	-15	3	-2	-0.1	-2	-1	-5	-3
COC(=O)c1c(N)c2ccccc2[nH]c1=O	-2	1	-6	/	/	/	1	-3
O=C1CC(NC2CCN(C(=O)c3cccc(F)c3)CC2)C(=O)N1 (stereo not given)	/	2	/	1.1	-6	0	9	5
Nc1c(N(CCCO)C(=O)C2CCCCC2)c(=O)[nH]c(=O)n1Cc1ccccc1	2	-5	-1	0.1	-5	1	-1	-19

With a hit mark in RAD52 inh, of those listed so far:
molecule	PGC1a acetyl inh	PglD DTNB	miR-122 sensor	RAD52 inh	ERAP1 inh
COc1ccc(NC(=O)Nc2ccc3c(c2)C(=O)N([C@@H](C)CO)C[C@H](C)[C@@H](CN(C)Cc2ccccc2)OCCCC[C@@H](C)O3)cc1	-13	-1	5[16.7 µM]	56*	-1

An excerpt from above in order of molar mass, largest number first:
SMILES	PGC1a acetyl inh	PglD DTNB	miR-122 sensor	E-selectin induc	RAD52 inh	ERAP1 inh	Cneo AK release	RAD54 branch
CCCCCN(C(=O)CCC(=O)OCc1ccc(C(C)(C)C)cc1)c1c(N)n(CCCC)c(=O)[nH]c1=O	/	/	/	0.1	-13	0	0	3
O=C(CN1C(=O)c2ccccc2C1=O)NC(Cc1ccccc1)C(=O)O (stereo not given)	-11	1	/	0.0	-8	-1	-4	-6
O=C1CC(NC2CCN(C(=O)c3cccc(F)c3)CC2)C(=O)N1 (stereo not given)	/	2	/	1.1	-6	0	9	5

The listing picks up, starting 3 compounds before the break.
SMILES	PGC1a acetyl inh	PglD DTNB	miR-122 sensor	E-selectin induc	RAD52 inh	ERAP1 inh	Cneo AK release	RAD54 branch
COC(=O)c1c(N)c2ccccc2[nH]c1=O	-2	1	-6	/	/	/	1	-3
O=C1CC(NC2CCN(C(=O)c3cccc(F)c3)CC2)C(=O)N1 (stereo not given)	/	2	/	1.1	-6	0	9	5
Nc1c(N(CCCO)C(=O)C2CCCCC2)c(=O)[nH]c(=O)n1Cc1ccccc1	2	-5	-1	0.1	-5	1	-1	-19
COc1ccc(CNc2nc(-c3cccnc3)nn2S(C)(=O)=O)cc1	-3	-1	-2	/	9	2	0	5
CC(C)c1cc(C(=O)Nc2cc(Br)ccc2O)no1	0	2	3	/	-9	-2	-5	2
CCOC(=O)c1ccccc1NC(=O)COC(=O)CC1CCCCC1	10	-4	/	-0.5	-5	0	5	-3
O=C(C1CC1)N1CCc2cc(Br)c(S(=O)(=O)N3CCCCCC3)cc21	-6	1	15	3.2	-14	1	0	-6
CC(=O)N1CCC(=O)Nc2ccc([N+](=O)[O-])cc21	-6	/	-4	3.6	-9	-2	/	/
Cc1ccc(C(C)C)c(OC(=O)/C=C/c2ccccc2)c1	5	1	5	/	/	/	1	-3
C[C@H]1CN([C@@H](C)CO)C(=O)CCCn2nncc2CO[C@H]1CN(C)C(=O)Nc1ccc(F)cc1	5	3	-3[16.7 µM]	0.3	0	15	-3	4
C/C(=N\NC(=O)c1ccc(Br)o1)c1cc2c(cc1NC(=O)CCC(=O)O)OCO2	/	-1	0	0.8	-12	0	-3	-1
COc1ccc(C(OCC(O)CN2CCC(O)CC2)c2ccc(OC)cc2)cc1 (stereo not given)	/	4	/	-0.1	8	-2	0	4
COc1ccc(C(=O)NC(C)C2CC3CCC2C3)c(OC)c1 (stereo not given)	-7	-2	-8	0.8	-3	2	0	-6
CCOC(=O)c1ccc(S(=O)(=O)N2CCC(C(=O)NCc3ccccc3OC)CC2)cc1	-15	-2	4	0.3	-8	-3	-1	4
CN(C)c1cc(Nc2ccc(O)cc2)c([N+](=O)[O-])c2nonc12	1	-6	-3	-0.4	-5	/	0	1
COC(=O)c1sccc1NC(=O)c1cc(C)on1	0	0	5	/	-12	0	5	3
O=C1CC(NS(=O)(=O)c2ccc(F)cc2)CN1c1ccc2c(c1)OCCO2 (stereo not given)	/	-5	/	/	-8	1	-1	10
C=CCS/C(N)=N\N=C\c1c(O)ccc2ccccc12	-3	-8	-8	-3.1	-20	0	-2	0
C[C@H]1CN([C@@H](C)CO)C(=O)c2cccc(NC(=O)Nc3ccccc3)c2O[C@H]1CN(C)Cc1ccccc1	-9	0	18[16.7 µM]	-3.4	9	0	-6	5
CO[C@@H]1CN(C)C(=O)c2ccc(NC(C)=O)cc2OC[C@H](C)N(Cc2cc(F)ccc2F)C[C@@H]1C	-2	2	1[16.7 µM]	-0.1	6	-2	-6	-14
COc1ccc(OCCOC(=O)c2cccs2)cc1	5	3	-4	/	/	/	-2	0
O=c1[nH]c2ccc(Cl)cc2c(-c2ccccc2)c1CN1CCOCC1	-5	-2	1	/	/	/	2	3
Fc1ccc(CN2CCCCCCC2)c(F)c1	-1	5	-5	/	/	/	2	-6
Cc1cc(C)n(-c2ccc(OCC(=O)O)nn2)n1	14	2	-2	/	/	/	4	-10
O=S(=O)(NC1CC1)c1ccc(Br)cc1N1CCC[C@H]1CO	/	2	0	0.0	3	1	6	2
CNC[C@@H]1OCCCC[C@H](C)Oc2ccc(NS(=O)(=O)c3ccc(F)cc3)cc2C(=O)N([C@@H](C)CO)C[C@@H]1C	3	1	2[16.7 µM]	0.3	-1	-1	0	7
COc1ccc(Cl)cc1NC(=O)CCc1nnc2ccc(N3CCC4(CC3)OCCO4)nn12	-4	-7	-3	2.6	-10	6	6	-21
COc1cc2cnncc2cc1OC	/	-1	-13	/	/	/	-1	-18
CS(=O)(=O)c1ccc(Cl)c(NC(=O)CSc2nc3ccccc3c(=O)n2Cc2ccco2)c1	7	/	-1	-2.3	-4	4	/	/
Cc1ccc(S(=O)(=O)Nc2cnn(-c3ccccc3)c(=O)c2Cl)cc1	30	/	1	1.9	-25	-2	/	/

Screening data (PubChem BioAssay)
